ERAP1 inh – ERAP1 (human) enzyme inhibition. Q9NZ08. AID 652197. 340,000 compounds, 0.15% hits. inhibition, % at 10.7 µM. recombinant ERAP1, Leu-AMC fluorescence, 60 min;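 active means mean replicate inhibition of at least 30%, or all replicates individually reaching that 30% level; inactive means mean below 30% and not every replicate reaching it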;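 further: 0% = neutral control wells and 100% = L-leucinethiol positive control wells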
PglD inh – blocks C. jejuni PglD acetyltransferase activity; purified PglD enzyme, DTNB colorimetric CoA detection; inhibition, % at 12.5 µM; 360,000 compounds, 0.098% hits; AID 602405; in the data active means inhibition above about 16%, passing the limit was not always enough; further: strong numbers were not always called active
E-sel inducer – induces E-selectin expression in human endothelial cells; 260,000 compounds, 0.37% hits; HUVEC E-selectin immunofluorescence imaging; normalized: neutral wells 0, TNF-alpha wells 100; AID 686992; activation, % at 7.58 µM; P16581;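 active means mean E-selectin-positive cell signal at least 10% of the positive control, reached in at least 60% of replicates, without over 20% cell loss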;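 further: in these data hits start at about 27%; measured in HUVEC primary endothelial cells; signal is the percent of cells scored E-selectin positive by PE staining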
Target sequence (P16581 whole entry, looked up): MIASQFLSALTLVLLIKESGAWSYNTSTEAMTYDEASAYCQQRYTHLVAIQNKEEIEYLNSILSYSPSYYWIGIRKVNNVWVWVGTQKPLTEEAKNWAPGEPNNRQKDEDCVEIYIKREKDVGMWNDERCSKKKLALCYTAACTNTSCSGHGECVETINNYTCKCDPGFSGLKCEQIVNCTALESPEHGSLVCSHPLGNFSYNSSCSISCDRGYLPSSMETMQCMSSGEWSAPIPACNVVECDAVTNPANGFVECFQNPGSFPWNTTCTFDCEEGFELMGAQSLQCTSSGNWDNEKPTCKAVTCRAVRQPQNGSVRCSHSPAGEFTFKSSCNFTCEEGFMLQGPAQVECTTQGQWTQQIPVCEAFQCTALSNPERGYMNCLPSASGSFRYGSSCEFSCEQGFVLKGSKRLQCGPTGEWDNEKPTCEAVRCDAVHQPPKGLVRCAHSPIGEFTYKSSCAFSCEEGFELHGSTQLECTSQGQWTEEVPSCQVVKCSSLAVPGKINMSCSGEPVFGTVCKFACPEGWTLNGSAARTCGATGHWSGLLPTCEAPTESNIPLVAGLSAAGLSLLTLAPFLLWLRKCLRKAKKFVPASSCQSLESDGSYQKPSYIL
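Test system – human umbilical vein endothelial cells (HUVEC), E-selectin induction · Input – 3,000 HUVEC seeded per well · Buffer or medium – EGM-2, gelatin · Compound dosing – single-point compound dose · Detection – immunofluorescence imaging · Measure – percent E-selectin-positive cells · Controls – TNF-alpha high, DMSO low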
RAD52 inh – blocks human RAD52 DNA annealing. P43351. 360,000 compounds, 0.46% hits. inhibition, % at 18.7 µM. recombinant RAD52 DNA annealing, FRET fluorescence;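 active means every replicate showing at least 50% inhibition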
Target sequence (P43351 whole entry, looked up): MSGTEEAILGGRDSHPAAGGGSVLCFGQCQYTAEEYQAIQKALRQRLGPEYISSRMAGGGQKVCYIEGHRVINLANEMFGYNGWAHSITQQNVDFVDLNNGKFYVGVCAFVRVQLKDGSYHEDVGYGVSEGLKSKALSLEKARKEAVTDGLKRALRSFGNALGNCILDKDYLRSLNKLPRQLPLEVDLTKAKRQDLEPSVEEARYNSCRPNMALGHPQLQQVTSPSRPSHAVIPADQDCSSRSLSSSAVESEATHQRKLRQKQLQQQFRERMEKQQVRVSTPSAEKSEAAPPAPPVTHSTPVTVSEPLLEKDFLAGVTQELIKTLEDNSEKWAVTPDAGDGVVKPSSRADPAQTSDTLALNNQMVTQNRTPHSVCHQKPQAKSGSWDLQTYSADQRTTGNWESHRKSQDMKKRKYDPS
PGC1a acetyl inh – PGC1a acetylation modulation, inhibitor mode | inhibition, % at 15.6 µM | 350,000 compounds, 0.17% hits | U2OS PGC1a acetylation, AlphaScreen anti-acetyl-lysine; with virally co-expressed GCN5 acetyltransferase | AID 651687;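 active means every replicate shows inhibition of at least 40%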;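 further: 0% = neutral control wells and 100% = positive control wells; some results beyond the cut were filed as inactive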
miR-122 sensor – miR-122 inhibition in Huh7 cells; 340,000 compounds, 0.3% hits; activation (reporter increase), % at 12.5 µM; AID 602342; Huh7 miR-122 Renilla luciferase sensor, 48 h; neutral wells = 0, positive control = 100;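 active means mean replicate activation score at least 90 and every replicate individually at or above 90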;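 further: higher luciferase means less miR-122 activity so hits act as miR-122 inhibitors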
Cneo AK release – Cryptococcus neoformans lysis via adenylate kinase release; C. neoformans lysis, adenylate kinase release luminescence, 4 h; normalised: neutral wells 0, clomiphene wells 100; lysis activity, % at 15 µM; 360,000 compounds, 0.2% hits; AID 651654;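 active means mean lysis activity across replicates of at least 80%, whatever share of replicates individually reach that level; inactive means mean lysis activity below 80%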
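Assay system: Cryptococcus neoformans yeast cells / Dosing: single-point compound dose / Timing: 4 h at 37 °C static, read 1 h later / Measured by: luminescence of released adenylate kinase using an AK detection reagent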
RAD54 inh – blocks human RAD54 Holliday junction branch migration; FAM/BHQ fluorescence; inhibition, % at 10.4 µM; 360,000 compounds, 0.14% hits; AID 602329;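 active means mean normalized replicate activity at least 40 and at least half of replicates scoring 40 or more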;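 further: 0% = median of neutral control wells and 100% = median of positive control wells; inhibitors cause a drop in the FAM fluorescence signal; in these data hits start at about 50%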
An asterisk follows results filed as active; . = not tested or not shown; & = joins results of further samples; [ ] = dose if it differs, or a comment. This is a random part of the collection; any-hit rate near 1.4%.

mol	ERAP1 inh	PglD inh	E-sel inducer	RAD52 inh	PGC1a acetyl inh	miR-122 sensor	Cneo AK release	RAD54 inh
CCNC(=S)Nc1ccc2c(c1)c(=O)n(C)n2Cc1ccc(Cl)cc1	-6	-6	-0.2	13	6	-6	3	4
O=C(O)C1CCN(S(=O)(=O)c2cccc3nsnc23)CC1	-1	-1	0.0	-4	4	-2	0	7
COCCOC(=O)c1c(C)n(C)c2ccc(OC(=O)C3CC3)cc12	.	1	.	.	3	-7	-1	3
O=C(C[C@@H]1C=C[C@@H](NC(=O)C2CC2)[C@@H](CO)O1)Nc1ccccc1	-5	-5	0.0	-4	4	.	-1	-14
O=C(NCc1cccnc1)C(=O)NCC1CCCO1 (configuration not stated)	10	.	0.9	-12	0	-6	.	.
COc1ccc(NC(=O)CN(C2CCCCC2)S(C)(=O)=O)cc1OC	.	0	.	.	-7	-2	1	0
Cc1ccccc1S(=O)(=O)N1CCCCN2[C@H](CO)[C@H](c3ccc(-c4ccccc4)cc3)[C@H]2C1	5	2	.	73*	-26	48[16.7 µM]	-3	5
N#Cc1c(-c2ccncc2)cc(-c2ccc(F)cc2)nc1N	-3	4	-0.1	-35	9	3	-3	0
Fc1ccc(-c2nc3ccc(Cl)cn3c2Cc2ccccc2)cc1	0	5	-0.2	-14	.	0	-2	-10
O=C1c2ccccc2NC(c2cccs2)N1O (configuration not stated)	-6	5	0.1	-13	.	.	-1	-1
COc1ccccc1CC(=O)N1CCC(n2nccc2NC(=O)C2CCOC2)CC1 (configuration not stated)	1	-3	-1.7	-10	.	-8	-1	-13
CCNC(=O)C[C@@H]1C=C[C@H](NC(=O)C2CC2)[C@@H](CO)O1	2	5	-0.2	9	4	.	5	-3
O=C(NCc1cccnc1)C1CC(c2ccccc2Cl)=NO1 (configuration not stated)	3	4	0.4	-18	5	9	3	1
CCCn1c(N)c(Sc2ccc(Cl)cc2)c(=O)n(CCC)c1=O	.	-4	.	.	-18	-1	-2	5
CO[C@@H]1CN(C)C(=O)c2ccc(NC(=O)c3ccccc3F)cc2OC[C@@H](C)N(CC2CCOCC2)C[C@@H]1C	-6	-1	0.1&8.1	5&-11	-12	.	-2	2
CCOc1ccc(NC(=O)CCCc2cc(-c3ccc(OCC)cc3)on2)cc1	.	1	.	.	.	-10	1	1
O=C(CSc1nnc(-c2ccncc2)o1)N1CCCCCC1	-4	.	2.4	-19	-1	.	.	.
COc1ccc(NS(=O)(=O)c2cccc(C(=O)NCC3CCCO3)c2)cc1 (configuration not stated)	-1	.	.	7	3	6	.	.
N/C(=N\OC(=O)Cc1cccs1)c1ccc(Br)cc1	1	0	.	-19	10	-2	-3	4
COc1ccc(S(=O)(=O)Nc2c(NC3CCCCC3)c3ccccc3oc2=O)cc1OC	-1	1	.	1	1	8	-1	8
Cc1ccc(S(=O)(=O)CCC(=O)OCC(=O)NC(C)c2ccccc2)cc1 (configuration not stated)	5	-7	.	-12	9	7	-1	1
COc1ccc(C2C(C(=O)c3ccc(C)o3)=C(O)C(=O)N2Cc2cccnc2)cc1OC (configuration not stated)	5	-3	.	5	.	-3	-1	-6
CCOC(=O)C1c2cccc(O)c2CCN1C(C)=O (configuration not stated)	2	-6	0.0	-6	9	-4	0	7
Cc1ccccc1NC(=O)C[C@H]1CC[C@H]2[C@@H](COc3ccc(NC(=O)C4CCC4)cc3C(=O)N2C)O1	0	4	-0.1	7	6	-17[16.7 µM]	6	-2
CCn1c(CSc2nc(C)cc(C)n2)nnc1SCC(=O)Nc1nc(-c2ccccc2)cs1	.	1	.	.	3	-4	1	-6
COc1cc(C(=O)NC(=S)Nc2ccc3ccccc3c2)cc(OC)c1OC	2	-1	.	-16	.	-10	0	-12
O=C(C[C@H]1CC[C@@H]2[C@H](COC[C@@H](O)CN2S(=O)(=O)c2ccc(F)cc2)O1)NCC1CC1	0	1	0.0	21	-4	-10[16.7 µM]	2	-16
CCC(=O)N1C[C@H](C)[C@H](OC)CN(C)C(=O)c2ccc(NC(=O)NC(C)C)cc2OC[C@H]1C	3	.	-0.1	7	11	.	.	.
Cc1cc(O)cc(O)c1/C=N/NC(=O)c1ccc2c(c1)OCCO2	-1	-4	0.1	-17	.	-28	0	4
CCOc1ccc(NC(=O)CN2CCN(CC(=O)c3ccc(OCC)cc3)CC2)cc1	.	4	.	.	23	-3	-2	2
Cc1cc(C)n(-c2nc(-c3ccc(Cl)c(Cl)c3)cs2)n1	.	2	.	.	38	6	0	-1
Cc1ccc(Cn2nnc3c(=O)[nH]c(C4CCN(S(=O)(=O)/C=C/c5ccccc5)CC4)nc32)cc1	-5	3	.	-15	.	0	-1	-5
COc1ccc(NC(=S)N(CCCN2CCC(C)CC2)Cc2cccs2)cc1Cl	-4	-6	-0.8	-20	-14	11	1	2
O=C(Cc1ccccn1)N1CC(=O)N2[C@H](CO)[C@H](c3ccc(-c4ccc(F)cc4)cc3)[C@H]2C1	0	.	0.2	1	-9	.	.	.
Cc1noc(NS(=O)(=O)c2ccc(NC(=O)NC(C)(C(F)(F)F)C(F)(F)F)cc2)c1C	-3	1	-0.1	-1	-4	.	0	-6
CCC(=O)Nc1ccc2c(c1)C(=O)N(C)C[C@H](OC)[C@@H](C)CN(Cc1ccccc1OC)[C@H](C)CO2	0	4	0.0	23	.	1[16.7 µM]	5	-4
Cc1ccc(-c2nn(CC(N)=O)c(=O)c3ccccc23)cc1S(=O)(=O)N(C)C	.	1	.	.	5	7	0	7
Cn1c(NCC(O)c2ccccc2)nc2c1c(=O)n(Cc1ccc(Cl)c(Cl)c1)c(=O)n2C (configuration not stated)	.	4	.	.	1	4	-2	-4
Cc1ccccc1OCC(=O)NC(=S)Nc1ccc(S(=O)(=O)NC2CCCCC2)cc1	.	2	.	.	-4	26	2	-1
CC(=O)C1=C(C)N(Cc2ccccc2)C(=O)N[C@H]1c1cccc(F)c1	0	1	-0.2	-9	.	.	-6	3
Cc1cc(-c2ccc(Br)cc2)n2nc(C)cc2n1	0	3	-0.1	-3	1	4	0	6
O=C(c1ccc(Br)o1)N1CCN(CCOc2ccccc2)CC1	0	-10	.	-19	.	-5	3	7
CCCc1c(OCCCOc2ccc(OCC(=O)O)cc2)ccc(C(C)=O)c1O	5	13	0.0	-9	3	1	-1	3
Cc1ccccc1N1C(S)=C(C#N)C(=O)NC1c1cccs1 (configuration not stated)	.	1	.	.	-4	14	-6	-6
O=C(Nc1ccc2ccccc2c1)C(c1ccccc1)C1CCCC1 (configuration not stated)	10	3	.	-12	-32	-1	3	4
COc1cccc(C(=O)NCC2CCCN2S(=O)(=O)c2cccs2)c1 (configuration not stated)	-3	6	-0.9	-10	5	9	2	-12
Cc1cccc(-n2c(O)cnc2Nc2nc(C)cc(C)n2)c1	-3	2	.	-12	10	-3	8	-2
COc1ccc(/C=C/C(=O)c2ccc3c4c(cccc24)CC3)cc1	-3	3	.	-18	4	-2	-3	0
CCCCn1c(SCC(=O)NCc2ccco2)nc2ccc(N3CCOCC3)cc2c1=O	.	-4	0.4	.	-18	0	0	0
N/C(COc1cccc(Cl)c1)=N\O	.	4	.	-3	.	-1	-1	5
COc1cc(OC)cc(C(=O)N2CC(=O)Nc3ccccc32)c1	2	-5	.	-31	-4	16	0	-6
FC(F)Oc1ccc(-c2csc(NNC3=NCCCCC3)n2)cc1	-3	6	-0.2	-3	-2	-3	-2	-1
C[C@@H]1CN([C@@H](C)CO)C(=O)c2cc(NC(=O)Nc3ccc4c(c3)OCO4)ccc2O[C@@H](C)CCCCO[C@@H]1CN(C)C(=O)Cc1ccccc1	-2	1	-0.3	1	6	5[16.7 µM]	6	0
Cc1ccc(CNC(=O)C2CCN(S(=O)(=O)c3c(C)noc3/C=C/c3ccco3)CC2)cc1	6	1	-0.2	-30	-15	-3	2	1
COc1cccc(C2C(C#N)=C(N)Oc3cc(C)n(Cc4ccco4)c(=O)c32)c1 (configuration not stated)	.	-4	.	.	-4	-2	7	-16
Cc1cnc(C(=O)OCC(=O)Nc2cc(Cl)ccc2C#N)cn1	0	-1	0.1	-1	-10	14	-1	-4
CN(C)C(=O)C[C@@H]1C=C[C@@H](NC(=O)NC2CCCC2)[C@H](CO)O1	4	-1	-0.4	-11	11	.	2	-4
CNS(=O)(=O)c1cc(NC(=O)c2cncn2-c2ccccc2)ccc1C	0	2	0.1	-22	.	17	-1	-6
CO[C@H]1CN(C)C(=O)c2cc(NS(C)(=O)=O)ccc2OC[C@H](C)N(Cc2cncnc2)C[C@@H]1C	.	2	-0.2	-5	7	.	0	5
Cc1ccc(NCSc2ccc(Cl)cc2)cc1	-2	-1	0.8	-10	-6	-14	-1	8

Shown with two lines to a compound: 2 of the compounds above
Each structure is followed by: ERAP1 inh | PglD inh | E-sel inducer | RAD52 inh | PGC1a acetyl inh | miR-122 sensor | Cneo AK release | RAD54 inh
> COc1cc(OC)cc(C(=O)N2CC(=O)Nc3ccccc32)c1
→ 2 | -5 | . | -31 | -4 | 16 | 0 | -6
> Cc1cnc(C(=O)OCC(=O)Nc2cc(Cl)ccc2C#N)cn1
→ 0 | -1 | 0.1 | -1 | -10 | 14 | -1 | -4

Next results follow.
mol	ERAP1 inh	PglD inh	E-sel inducer	RAD52 inh	PGC1a acetyl inh	miR-122 sensor	Cneo AK release	RAD54 inh
CCN1CCN(c2ccc(S(=O)(=O)N3CCCCC3)cc2NC(=O)c2cc3ccccc3o2)CC1	2	-1	0.9	-9	.	.	2	1
O=C(O)c1ccccc1-c1ccccc1C(=O)Nc1nc2ccccc2s1	-3	1	.	-8	3	0	-2	-22
O=C(C[C@H]1CC[C@H]2[C@@H](COC[C@H](O)CN2S(=O)(=O)c2ccc(Cl)cc2)O1)NCCN1CCCC1	2	1	0.2	22	-2	-4[16.7 µM]	1	-18
Cc1cc(C)nc(NC2=NCC(=O)N2c2ccccc2Br)n1	1	-1	0.0	4	-5	-3	6	3
CCOc1ccccc1CN1C(=O)c2ccccc2C1C(=O)NC(C)CC (configuration not stated)	.	-10	.	.	2	-11	1	4
C[C@@H]1CN([C@H](C)CO)C(=O)c2cc(NS(=O)(=O)c3cn(C)cn3)ccc2O[C@@H]1CN(C)Cc1ccc(-c2ccccc2)cc1	-3	7	-0.1	10	-1	3[16.7 µM]	1	9
Cn1c(=NC(=O)c2ccc(S(=O)(=O)N3CCCc4ccccc43)cc2)sc2cc(S(C)(=O)=O)ccc21	.	-6	.	.	.	6	1	1
Cc1ccc(-n2c(SCCN)nnc2-c2cccc(C)c2)cc1	3	-5	.	9	0	-10	9	2
Oc1ccc(N=Nc2ccccc2-c2nn[nH]n2)c(O)c1	6	-5	-1.2	-21	.	.	-2	-24
CNC(=O)CSc1nnc(-c2cnccn2)n1C	4	1	.	-11	2	-6	1	4
CCOC(=O)c1ccc(/C=N/O)[n+](Cc2ccccc2)c1	-1	5	.	5	.	7	0	-7
Cc1ccc(C(=O)C(C)OC(=O)Cn2cnc3c2c(=O)n(C)c(=O)n3C)cc1 (configuration not stated)	0	4	-1.2	-1	-4	-2	-3	5

Some values from the list.
Value of Cc1cc(C)nc(NC2=NCC(=O)N2c2ccccc2Br)n1 in PGC1a acetyl inh: -5
Value of CNC(=O)CSc1nnc(-c2cnccn2)n1C in RAD52 inh: -11

Two compounds from above, limited to E-sel inducer and PglD inh:
| molecule | E-sel inducer | PglD inh |
| --- | --- | --- |
| CCN1CCN(c2ccc(S(=O)(=O)N3CCCCC3)cc2NC(=O)c2cc3ccccc3o2)CC1 | 0.9 | -1 |
| Cc1ccc(C(=O)C(C)OC(=O)Cn2cnc3c2c(=O)n(C)c(=O)n3C)cc1 (configuration not stated) | -1.2 | 4 |
